mIAP activ – activators of mouse IAP, primary screen, biochemical, luminescence, uHTS. hit rate 0.24% among 330,000. intestinal alkaline phosphatase [Mus musculus]. muIAP, CDP-Star luminescence, 30 min; stronger effect = higher value; 1 = vehicle-only enzyme signal, 0 = enzyme-free wells. AID 2805, 2010. activation factor at 10 µM;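 active means activation factor of at least 2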; further: the source names both 10 and 20 µM as test concentration; values of inactives mirror those of a sister screen read the other way
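also added = chemiluminescent substrate CDP-Star | test system = mouse IAP enzyme | signal = chemiluminescence readout | compound = DMSO-dissolved test compounds | incubation = 30 min at room temperature | benchmarks = DMSO wells, no-enzyme wells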
hIAP inh – human IAP inhibitors, primary screen, biochemical, luminescence, uHTS. purified IAP, CDP-Star luminescence, 30 min. inhibition, % at 10 µM. hit rate 0.12% among 330,000. Intestinal-type alkaline phosphatase (Homo sapiens), P09923;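 active means inhibition reaching a set limit with compound at 10 µM in the primary screen, cut at about 35% in these data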;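 further: plate controls were DMSO wells with enzyme for no effect and no-enzyme buffer wells for full effect; values of inactives mirror those of a sister screen read the other way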
Target sequence (P09923 whole entry, looked up): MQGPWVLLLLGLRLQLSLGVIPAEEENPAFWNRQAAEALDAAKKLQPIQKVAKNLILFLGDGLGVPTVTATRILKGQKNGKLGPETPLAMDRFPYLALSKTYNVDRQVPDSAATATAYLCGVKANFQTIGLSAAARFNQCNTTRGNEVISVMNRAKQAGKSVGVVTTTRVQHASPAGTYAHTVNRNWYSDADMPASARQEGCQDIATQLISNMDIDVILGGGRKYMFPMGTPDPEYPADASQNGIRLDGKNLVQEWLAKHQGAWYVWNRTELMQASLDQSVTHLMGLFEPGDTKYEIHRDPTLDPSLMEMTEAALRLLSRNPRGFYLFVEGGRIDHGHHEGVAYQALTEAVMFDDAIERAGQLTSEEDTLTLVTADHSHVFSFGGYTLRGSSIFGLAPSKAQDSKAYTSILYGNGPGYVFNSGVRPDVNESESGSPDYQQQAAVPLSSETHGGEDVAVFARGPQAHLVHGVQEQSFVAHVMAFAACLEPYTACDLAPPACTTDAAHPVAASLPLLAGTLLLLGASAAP
ATG4B inh – ATG4B protease inhibitors, primary screen, biochemical, fluorescence, uHTS | Cysteine protease ATG4B (Homo sapiens), Q9Y4P1 | ATG4B cleavage of LC3-PLA2, NBD-HPC fluorescence, 1 h | inhibition, % at 8.33 µM | hit rate 0.51% among 340,000; in the data active means inhibition above about 40%
Target sequence (Q9Y4P1 whole entry, looked up): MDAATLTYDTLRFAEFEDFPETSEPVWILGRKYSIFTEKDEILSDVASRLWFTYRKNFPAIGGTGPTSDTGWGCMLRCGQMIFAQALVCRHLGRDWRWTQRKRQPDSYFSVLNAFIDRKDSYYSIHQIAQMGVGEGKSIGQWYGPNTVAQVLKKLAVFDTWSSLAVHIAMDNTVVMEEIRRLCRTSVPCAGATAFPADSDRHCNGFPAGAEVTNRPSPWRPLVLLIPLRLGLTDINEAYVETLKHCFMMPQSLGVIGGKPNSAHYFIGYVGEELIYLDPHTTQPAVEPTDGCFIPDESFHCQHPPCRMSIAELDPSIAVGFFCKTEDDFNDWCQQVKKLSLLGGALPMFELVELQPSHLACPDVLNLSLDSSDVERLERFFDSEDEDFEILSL
PfG6PD inh – PfG6PD enzyme inhibitors, primary screen, biochemical, fluorescence intensity, uHTS; PfGluPho enzyme, NADPH resazurin-diaphorase fluorescence; inhibition, % at 20 µM; hit rate 0.78% among 350,000; AID 504690, 2011;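 active means inhibition reaching at least a set limit at 20 µM in the primary screen, cut at about 59% in these data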;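 further: 0% = DMSO wells with substrate and 100% = DMSO wells lacking glucose-6-phosphate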
hIAP act – human IAP activators, primary screen, biochemical, luminescence, uHTS. AID 2524, 2010. hit rate 0.16% among 330,000. activation factor at 10 µM. purified human IAP, CDP-Star luminescence, 30 min; stronger effect = higher value; 1 = vehicle-only enzyme, 0 = enzyme-free background;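 active means activation factor of the enzyme at least 2-fold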; further: the source names both 10 and 20 µM as test concentration; values of inactives mirror those of a sister screen read the other way
HKDC1 inhibitor – HKDC1 hexokinase inhibitors, primary screen, biochemical, fluorescence, uHTS; Q2TB90; recombinant HKDC1, G6PDH/diaphorase resazurin coupled fluorescence; inhibition, % at 20 µM; hit rate 0.16% among 340,000; AID 493160, 2011;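 active means inhibition above about 35% when tested at 20 µM, limit read from the data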;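 further: plate controls were DMSO wells with enzyme for no effect and DMSO wells lacking enzyme for full effect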
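test system = in-house recombinant HK5 (HKDC1) enzyme | amount = HKDC1 at 5 µg/mL | control set = DMSO-enzyme wells negative, buffer-substituted wells positive | compound = one dose of 20 µM, 1% DMSO | schedule = reaction time 90 min, room temperature, protected from light | technique = resorufin fluorescence at 613 nm | reagent = glucose with 1 mM ATP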
A3A deaminase – APOBEC3A ssDNA deaminase inhibitors, primary screen, selectivity assay for APOBEC3G inhibitor project, biochemical, FAM/TAMRA oligo cleavage fluorescence; hit rate 0.41% among 330,000; inhibition, % at 20 µM; recombinant A3A, FAM/TAMRA ssDNA deamination fluorescence;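 active means at least 40% inhibition at 20 µM here, with at most 30% in a related deaminase screen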;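 further: plate controls were A3A with DMSO for no effect and wells lacking A3A enzyme for full effect; some results filed as inactive read as strong as hits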
mIAP block – inhibitors of mouse IAP, primary screen, biochemical, luminescence, uHTS; purified mouse IAP, CDP-Star luminescence, 30 min; AID 2806, 2010; inhibition, % at 10 µM; hit rate 0.2% among 330,000; intestinal alkaline phosphatase [Mus musculus];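 active means inhibition of at least 40% at 10 µM in the primary screen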;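 further: plate controls were DMSO with enzyme for no effect and no enzyme wells for full effect; values of inactives mirror those of a sister screen read the other way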
Active calls of the source: *. Outcome played no part in choosing rows. Share with any hit: about 2.4%.

SMILES	mIAP activ	hIAP inh	ATG4B inh	PfG6PD inh	hIAP act	HKDC1 inhibitor	A3A deaminase	mIAP block
COC(=O)c1c(NC(=O)c2nc3nc(C)cc(C(F)F)n3n2)sc2c1CCC2	0.76	14	-1	1	0.86	-3	-4	24
Cc1cccc(NC(=O)CCCSc2nc3ccccc3[nH]2)c1	1	-8	1	36	1.1	-8	0	-3
O=C(c1coc(=O)c(Br)c1)N1CCCc2ccccc21	0.92	14	18	4	0.86	7	16	8
CCC(=O)c1ccc(N2CCN(C(=O)c3cc([N+](=O)[O-])ccc3F)CC2)c(F)c1	1	6	-2	16	0.94	6	1	-2
Cc1ccc(N(C(C)C(=O)N2CCOCC2)S(C)(=O)=O)cc1C (configuration not stated)	1	14	-3	-6	0.86	-8	1	-2
Cc1ccc(S(=O)(=O)[N-]c2nc3ccccc3nc2-n2cc[n+](Cc3ccccc3)c2)cc1	1.1	-3	-5	4	1	0	1	-13
COc1ccc(CCNC(=O)COC(=O)CCC(=O)c2ccc(F)cc2)cc1OC	0.89	-5	19	-11	1.1	19	-1	11
CN1CCN(C(=O)/C(=C/c2cn(S(=O)(=O)N(C)C)c3ccccc23)NC(=O)c2ccccc2)CC1	0.99	-12	-5	-10	1.1	2	-5	1
O=C(Nc1nc2n(n1)C(c1ccccc1)CC(c1ccc(Cl)cc1)N2)c1ccco1 (configuration not stated)	0.94	-11	4	25	1.1	2	-4	6
O=C(NCCC1=CCCCC1)C1CCCN(S(=O)(=O)c2cnc[nH]2)C1 (configuration not stated)	0.98	-1	-3	8	1	-3	-1	2
CC1CCN(C(=O)CCNC(=O)Cn2cnc3sc4c(c3c2=O)CCCC4)CC1	0.97	11	-8	-9	0.89	2	3	3
Cc1c2c(n3c(nc4ccccc43)c1C#N)N(CCCN(C)C)CC2	1.1	-36	-7	4	1.4	-1	3	-7
O=C(/C=C/c1ccccc1F)c1ccoc1	0.93	9	-6	1	0.91	4	-2	7
CCOC(=O)c1cc(C#N)c(N2CCCNCC2)nc1C(F)(F)F	1	16	-3	3	0.84	-6	1	0
COc1ccccc1OCCOc1ccc(/C=C2\C(=N)N3N=C(S(C)(=O)=O)SC3=NC2=O)cc1	0.95	6	1	-16	0.94	21	2	5
C=CCNC(=O)NC(=O)CN1C(=O)NC(c2ccccc2)(c2ccccc2)C1=O	1	3	1	-2	0.97	-4	-2	-2
CCn1c(CNC(=O)c2ccc(OC)c(OC)c2)nnc1SCC(=O)c1ccc(OC)cc1	1	-27	0	4	1.3	-5	-2	-3
CN1CCCN(C(=O)c2ccc(Br)cc2)CC1	0.97	20	-2	5	0.8	-1	-3	3
Cc1cc(-c2ccccc2)nc(Oc2cccc(C(F)(F)F)c2)c1S(C)(=O)=O	0.86	-22	-2	15	1.2	-1	-4	14
CCCCC(O)(CCCC)C(=O)NN(C(=O)OCC)c1ccccc1	1.1	-3	4	20	1	-10	1	-7
C=CC[C@@H](CC(=O)N(CCO)Cc1ccccc1)C(=O)N[C@@H](COC(=O)[C@@H](CC=C)Cc1ccc(F)cc1)Cc1ccccc1	1.1	-21	-5	15	1.2	1	-1	-5
CC(C)OCCCNC(=O)c1ccc(CS(=O)(=O)c2cccc(C(F)(F)F)c2)o1	1.1	-4	0	1	1	-1	2	-14
COc1cccc(OCc2nnc(SCC(=O)OC3CCCCC3)n2C)c1	0.98	-3	-5	-4	1	-12	-1	2
CC(C)(C)c1nc2scc(-c3ccc(Br)cc3)c2c(=O)o1	0.95	-11	-5	4	1.1	-11	2	4
CC1(C)CC(=O)C(C=NCCN2CCN(C(=O)c3ccc(F)cc3)CC2)=C(O)C1	1.2	-13	-4	-20	1.1	-2	-9	-21

For reference, part of the list above:
SMILES	mIAP activ	hIAP inh	ATG4B inh	PfG6PD inh	hIAP act	HKDC1 inhibitor	A3A deaminase	mIAP block
Cc1cc(-c2ccccc2)nc(Oc2cccc(C(F)(F)F)c2)c1S(C)(=O)=O	0.86	-22	-2	15	1.2	-1	-4	14
CCCCC(O)(CCCC)C(=O)NN(C(=O)OCC)c1ccccc1	1.1	-3	4	20	1	-10	1	-7
C=CC[C@@H](CC(=O)N(CCO)Cc1ccccc1)C(=O)N[C@@H](COC(=O)[C@@H](CC=C)Cc1ccc(F)cc1)Cc1ccccc1	1.1	-21	-5	15	1.2	1	-1	-5
CC(C)OCCCNC(=O)c1ccc(CS(=O)(=O)c2cccc(C(F)(F)F)c2)o1	1.1	-4	0	1	1	-1	2	-14
COc1cccc(OCc2nnc(SCC(=O)OC3CCCCC3)n2C)c1	0.98	-3	-5	-4	1	-12	-1	2
CC(C)(C)c1nc2scc(-c3ccc(Br)cc3)c2c(=O)o1	0.95	-11	-5	4	1.1	-11	2	4
CC1(C)CC(=O)C(C=NCCN2CCN(C(=O)c3ccc(F)cc3)CC2)=C(O)C1	1.2	-13	-4	-20	1.1	-2	-9	-21

The list goes on:
SMILES	mIAP activ	hIAP inh	ATG4B inh	PfG6PD inh	hIAP act	HKDC1 inhibitor	A3A deaminase	mIAP block
COc1cccc(N(CC(=O)NC2CCCCC2)C(=O)CCC(=O)Nc2nc(C)cs2)c1	0.98	4	-15	-5	0.96	-6	-3	2
O=C(NC(=S)Nc1ccc(Cc2ccncc2)cc1)c1ccccc1	0.79	7	30	-1	0.93	-7	-2	21
O=C(COC(=O)COc1cccc(F)c1)Nc1nc2ccccc2s1	1	-12	2	8	1.1	-3	-3	0
Oc1ccc(/C=N/N(c2ccccc2)c2ccccc2)cc1O	0.85	0	21	39	1	2	6	15
Fc1ccc(-c2ccc(-c3nn4c(-c5ccco5)nnc4s3)o2)cc1	0.82	-5	2	32	1.1	4	3	18
COc1ccccc1NC(=S)NCC1CCCCC1	1.2	-8	0	20	1.1	5	0	-16
CCN(CC)c1nc2ccccc2nc1C(C#N)C(=O)NCCc1ccccc1 (configuration not stated)	0.79	20	14	3	0.8	2	2	21
O=c1[nH]c(SCc2ccccc2)nc2c1sc1ccccc12	0.91	-11	-1	-15	1.1	9	-3	9
O=C1CC2(CCN(C(=O)c3cccc([N+](=O)[O-])c3)CC2)Oc2ccccc21	0.98	12	10	0	0.89	0	-1	2
CCc1cccc(NC(=O)COC(=O)C2CCN(c3ccc(C(F)(F)F)cn3)CC2)c1	1.1	-5	-24	26	1.1	4	-2	-9
Cn1c(N)c(C(=O)COC(=O)CCC(=O)c2ccc(F)cc2)c(=O)n(C)c1=O	1.1	-8	-12	13	1.1	-6	-7	-9
COCCNC(=O)COC(=O)/C=C/c1cnc2ccccc2n1	0.95	2	-9	-3	0.98	-12	5	5
NC(=O)CC(NC(=O)c1cccc(Br)c1)c1ccc(N2CCN(c3ccccn3)CC2)c([N+](=O)[O-])c1 (configuration not stated)	0.98	7	-11	-5	0.93	-5	-2	2
COc1ccc(-c2nc3ccccc3nc2-c2ccc(OC)cc2)cc1	0.93	2	10	10	0.98	2	-7	7
O=C(O)CSc1nc2sc3c(c2c(=O)n1Cc1ccccc1)CCCCC3	0.94	3	24	-27	0.97	4	1	6
COc1ccc(NC(=O)C2CSC3c4ccccc4C(=O)N23)cc1 (configuration not stated)	1	16	-14	-9	0.84	9	0	-1
CCN(CC(=O)Nc1c(F)cccc1F)C(=O)c1ccc(=O)[nH]c1	0.96	13	4	-18	0.87	-2	0	4
CCOc1ccccc1-c1nc(-c2ccc(C)nc2OC)no1	0.87	-5	-6	-3	1	1	-3	13
COc1cccc(C2c3[nH]c4ccccc4c3C[C@H]3C(=O)N(C4CCN(Cc5ccccc5)CC4)CC(=O)N23)c1 (some centres not stated)	1	-22	13	6	1.2	0	-1	0
O=c1c2[nH]cnc2n(-c2cccc(Br)c2)c(=O)n1Cc1ccccc1	1	2	-5	-2	0.98	1	-3	0
Cc1ccc(NC(=O)Nc2cccnc2)cc1	1.2	-7	5	-19	1.1	-5	-5	-19
CC(C)(C)C1=Nn2c(nnc2C2CCCCC2)SC1	0.96	7	0	6	0.93	-6	1	4
CCOC(=O)c1cc2cc(-c3c(C(=O)OCC)oc4cc(O)cc(O)c4c3=O)ccc2o1	0.96	7	-8	-22	0.93	-9	-2	4
Cc1csc2ncnc(NC3CCN(Cc4ccccc4)CC3)c12	1	-18	-3	-23	1.2	-3	-1	-5
CCOC(=O)N1CCN(C(=O)c2ccccc2N(Cc2ccccc2)S(=O)(=O)c2ccc(OC)cc2)CC1	1.1	-20	-15	9	1.2	0	-7	-11
Remaining list, next part
SMILES	mIAP activ	hIAP inh	ATG4B inh	PfG6PD inh	hIAP act	HKDC1 inhibitor	A3A deaminase	mIAP block
CCN(Cc1ccccc1)C(=O)c1ccc(Cl)cc1[N+](=O)[O-]	0.94	0	12	-11	1	-14	-4	6
O=C(O)C1CCC(=O)N1Cc1ccc(F)cc1 (configuration not stated)	1.1	-28	2	-12	1.3	-6	-6	-12
COc1ccc(NC(=O)CN2C(=O)NC3(CCCCCC3)C2=O)cc1Cl	1	4	5	-8	0.96	-2	-1	-2
CCOC(=O)c1c(-c2ccc(C)cc2)csc1NC(=O)C1CCCO1 (configuration not stated)	0.84	-17	5	1	1.2	-6	1	16
O=C(c1nnc(-c2ccncc2)o1)c1ccccc1Cl	0.97	2	3	4	0.98	-7	-2	3
CN1CCN(c2ccc(CNC(=O)c3ccco3)cc2)CC1	1	-8	0	-7	1.1	-2	-1	-4
CS(=O)(=O)N1CCC(C(=O)Nc2cccc(Cl)c2)CC1	1	-4	3	-7	1	-8	-1	-3
Cc1ccc(OCC(=O)Nc2cc(-c3nn4c(C)nnc4s3)ccc2C)cc1	0.94	13	10	4	0.87	-2	0	6
COc1ccccc1NC(=S)NC1CCC(CC2CCC(NC(=S)Nc3ccccc3OC)CC2)CC1 (configuration not stated)	2	-13	4	3	1.1	-13	-5	-98
CS(=O)(=O)N(Cc1ccccc1)c1ccccn1	0.96	4	1	12	0.96	-8	0	4
Cc1ccc(/C=C/C2=NN(C)C(=O)CC2)cc1	1.1	6	2	-13	0.94	3	1	-11

Given as comma-separated lines: 2 of the compounds above
molecule,mIAP activ,hIAP inh,ATG4B inh,PfG6PD inh,hIAP act,HKDC1 inhibitor,A3A deaminase,mIAP block
Cc1cc(-c2ccccc2)nc(Oc2cccc(C(F)(F)F)c2)c1S(C)(=O)=O,0.86,-22,-2,15,1.2,-1,-4,14
CCCCC(O)(CCCC)C(=O)NN(C(=O)OCC)c1ccccc1,1.1,-3,4,20,1,-10,1,-7

Screening results from PubChem BioAssay.
